Screening results (PubChem BioAssay)
RXFP1 antag: qHTS Assay for Antagonists of the Relaxin Receptor RXFP1 | AID 1259400, 2018 | HEK293-RXFP1, relaxin-stimulated cAMP HTRF, 30 min; active compounds read low | Relaxin receptor 1 (Homo sapiens), Q9HBX9 | activity change, negative = inhibition, % at 57.5 µM | 350,000 tested, 0.59% active;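 active = activity change of -60% or lower, but not beyond a set lower limit; inconclusive = change between -60% and -40%, or beyond the set limit; inactive = change above -40%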; note: % is set by controls: 0 for no effect and ±100 for the full control effect
Target sequence (Q9HBX9 whole entry, looked up): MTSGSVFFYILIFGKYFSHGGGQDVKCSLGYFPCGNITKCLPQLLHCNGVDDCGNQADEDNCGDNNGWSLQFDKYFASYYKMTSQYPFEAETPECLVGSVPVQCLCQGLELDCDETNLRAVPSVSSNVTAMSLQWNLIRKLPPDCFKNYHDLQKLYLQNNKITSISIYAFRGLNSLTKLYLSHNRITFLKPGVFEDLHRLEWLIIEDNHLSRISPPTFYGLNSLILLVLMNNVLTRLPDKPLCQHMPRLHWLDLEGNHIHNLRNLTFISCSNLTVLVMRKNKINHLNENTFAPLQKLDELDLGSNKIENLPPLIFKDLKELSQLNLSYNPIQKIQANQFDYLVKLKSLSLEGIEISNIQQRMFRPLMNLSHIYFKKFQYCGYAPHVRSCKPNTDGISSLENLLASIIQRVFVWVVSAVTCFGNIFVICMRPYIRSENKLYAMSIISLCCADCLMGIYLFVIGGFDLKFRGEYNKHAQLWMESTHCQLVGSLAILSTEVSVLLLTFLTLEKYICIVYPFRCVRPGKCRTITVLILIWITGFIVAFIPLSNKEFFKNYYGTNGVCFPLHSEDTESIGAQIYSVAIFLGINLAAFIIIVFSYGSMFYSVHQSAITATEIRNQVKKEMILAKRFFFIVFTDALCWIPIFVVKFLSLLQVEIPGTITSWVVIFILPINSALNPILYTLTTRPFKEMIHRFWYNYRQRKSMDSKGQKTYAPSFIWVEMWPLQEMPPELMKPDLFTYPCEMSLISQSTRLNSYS
Pol eta inh: qHTS for Inhibitors of Polymerase Eta; recombinant Pol eta, fluorescent DNA replication assay; Potency, µM (top dose mostly 114 µM), for inactives: at the top dose activity change, negative = inhibition, hits mostly inhibitors; 390,000 tested, 1.2% active; note: potency is the fitted concentration of half-maximal effect; % is set by controls: 0 for no effect and ±100 for the full control effect
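Fluorescent replication assay: 50 nM final substrate added after a 15 min room-temperature compound preincubation with 10 nM enzyme. Signal taken at 0 min and again at 10 min.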
APEX1 inh: qHTS Assay for Inhibitors of the Human Apurinic/apyrimidinic Endonuclease 1 (APE1); DNA repair nuclease/redox regulator APEX1 (Homo sapiens), P27695; recombinant APE1, TAMRA/BHQ-2 abasic DNA cleavage fluorescence; Potency, µM (highest dose often 65.8 µM), for inactives: at the top dose activity change, negative = inhibition, hits mostly inhibitors; 350,000 tested, 0.35% active; AID 2517, 2012;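 note: potency is the fitted concentration of half-maximal effect; plate controls were vehicle for no effect and reference inhibitor for full effect; nearly all actives have a fitted effect of over 55% in size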
Target sequence (P27695 whole entry, looked up): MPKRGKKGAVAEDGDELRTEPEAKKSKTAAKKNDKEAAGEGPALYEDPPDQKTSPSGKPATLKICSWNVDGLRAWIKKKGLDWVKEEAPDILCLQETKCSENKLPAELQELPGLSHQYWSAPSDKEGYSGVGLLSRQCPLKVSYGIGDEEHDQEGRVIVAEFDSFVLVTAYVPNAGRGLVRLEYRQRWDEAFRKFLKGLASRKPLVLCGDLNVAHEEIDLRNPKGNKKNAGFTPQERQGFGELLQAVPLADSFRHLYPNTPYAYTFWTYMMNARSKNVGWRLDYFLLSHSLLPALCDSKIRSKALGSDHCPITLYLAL
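APE1 at 0.75 nM final was preincubated with compound 15 min at room temperature, then 50 nM double-stranded THF abasic-site substrate (5'-TAMRA/3'-BHQ-2) was added. Fluorescence (ex 525/em 598 nm) was read kinetically; third-minus-first read gave activity.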
Tb PGK inh: qHTS Assay to Find Inhibitors of Phosphoglycerate Kinase; PGK/GAPDH coupled, Kinase-Glo luminescence, 60 min; Potency, µM (top dose mostly 57.5 µM), for the others: at the highest dose activity change, negative = inhibition, actives largely listed as inhibitors; Phosphoglycerate kinase, glycosomal (Trypanosoma brucei brucei), P07378; 380,000 tested, 0.043% active; note: potency is the fitted concentration of half-maximal effect; % is set by controls: 0 for no effect and ±100 for the full control effect; nearly all actives have a fitted effect of over 60% in size
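Recombinant glycosomal PGK reaction used 1,3-bisphosphoglycerate generated in-well by GAPDH (100nM final) in 100mM TEA pH 7.6, 5mM MgCl2, 0.01% Tween-20. After 60 minutes at room temperature, ATP was read by Kinase-Glo Plus luminescence end-point.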
BLM helicase inh: qHTS Assay for Inhibitors of Bloom's syndrome helicase (BLM) | RecQ-like DNA helicase BLM (Homo sapiens), P54132 | recombinant BLM DNA unwinding, fluorescence dequenching | Potency, µM (series often up to 56.1 µM), for the others: top-dose activity change, negative = inhibition, hits mostly inhibitors | 350,000 tested, 0.2% active | AID 2528, 2010;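 note: potency is the fitted concentration of half-maximal effect; plate controls were vehicle for no effect and no enzyme for full effect; nearly all actives have a fitted effect of over 35% in size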
Pol kappa inh: qHTS for Inhibitors of Polymerase Kappa | purified Pol kappa, fluorescent DNA synthesis assay, 10 min | Potency, µM (doses to about 107 µM), for the others: at the highest dose activity, negative = inhibition, most hits filed as inhibitors | 400,000 tested, 0.53% active | AID 588579, 2011; note: potency is the fitted concentration of half-maximal effect; % is set by controls: 0 for no effect and ±100 for the full control effect
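Here, compound and 10 nM enzyme are combined for 15 min at room temperature; adding 50 nM substrate (final) starts DNA synthesis, tracked by fluorescence at 0 and 10 min against buffer-only wells.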
Pol iota inh: qHTS for Inhibitors of Polymerase Iota. DNA polymerase iota (Homo sapiens), Q9UNA4. Pol iota fluorescent replication assay, 10 min. Potency, µM (titrated, usually from 115 µM), inactives show top-dose activity, negative = inhibition, actives largely listed as inhibitors. 390,000 tested, 1% active. AID 588590, 2011; note: potency is the fitted concentration of half-maximal effect
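Pol iota at 10 nM preincubated 15 min with compounds at room temperature; reaction started with fluorescent substrate, 50 nM final. Fluorescence read kinetically at 0 and 10 min; buffer-only wells as negative control.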
Apoferritin bind: qHTS Assay for Identification of Novel General Anesthetics; apoferritin/1-aminoanthracene competitive binding, fluorescence; Potency, µM (series often up to 77.5 µM), for inactives: top-dose activity change, negative = displacement, hits mostly inhibitors; 350,000 tested, 0.074% active; note: potency is the fitted concentration of half-maximal effect; % is set by controls: 0 for no effect and ±100 for the full control effect; nearly all actives have a fitted effect of over 20% in size
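Concentration-response curves derived by four-parameter Hill fitting of normalized fluorescence, where compounds displaced 1-AMA from 10 uM horse apoferritin following a brief 10 min room-temperature incubation; propofol titration acted as positive control.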
Pol beta inh: qHTS Assay for Inhibitors of DNA Polymerase Beta. P06746. Pol beta primer extension/strand displacement, fluorescence kinetic. Potency, µM (highest dose often 114 µM), for inactives: top-dose activity change, negative = inhibition, usual class: inhibitors. 340,000 tested, 1.3% active; note: potency is the fitted concentration of half-maximal effect; % is set by controls: 0 for no effect and ±100 for the full control effect
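Pol beta (10 nM) and compounds were preincubated 15 min at room temperature, then 50 nM substrate (final) started primer extension/strand displacement. Reads were taken at 0 and 10 min; concentration-response data were fitted to a four-parameter Hill equation.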
Starred values were filed as active, the others as inactive; i = inactive; ? = inconclusive; . = not tested or not shown; [ ] = another dose, or the depositor's remark. Unless noted, calls come from the whole dose curve; as a rule, active = well fitted curve in the direction sought with a large enough effect; inconclusive = small, poorly fitted or top-dose-only effect, or another doubt; inactive = no such curve, though single readings can be large; an effect the other way counts as inactive or inconclusive.

1	CC(C)COc1ccc(C(=O)NNC(=O)CCC(=O)c2cccs2)cc1
2	CN(CCCNC(=O)C1CCC(=O)N1Cc1ccc(F)cc1)c1ccccc1 (stereo not drawn)
3	CN(C(=O)Nc1ccc(C(C)(C)C)cc1)C1CCCCC1
4	Cc1coc2cc3oc(=O)c(CCC(=O)NCc4ccccc4Cl)c(C)c3cc12
5	O=C(Nc1cc(C(=O)N2CCOCC2)ccc1N1CCCC1)c1cccs1
6	Cc1ccc(N(C(=O)c2ccccn2)C2(C(=O)NC3CCCC3)CCCCC2)cc1
7	CCOc1c2ccc(C(=O)NCc3ccco3)cc2nn1CC
8	CC(C)n1cc(/C=C2\NC(=O)N(c3cccc(Cl)c3)C2=O)c2ccccc21

compound no.	1	2	3	4	5	6	7	8
RXFP1 antag	4	.	10	-8	-6	0	.	-12
Apoferritin bind	.	-4%	0%	8%	-14%	7%	-1%	2%
Pol beta inh	.	2%	9%	5%	-1%	1%	-1%	0%
Pol kappa inh	-15%	8%	-1%	7%	-2%	-12%	1%	-3%
Pol eta inh	-16%	-9%	2%	-3%	11%	-6%	-15%	-17%
Tb PGK inh	3%	i	-2%	-3%	-8%	-7%	-10%	-1%
APEX1 inh	7%	-4%	?	.	12%	0%	2%	0%
BLM helicase inh	.	2%	2%	4%	1%	-1%	-22%	-7%
Pol iota inh	-21%	24%	31%[activator]	-4%	22%	46%[activator]	-6%	20%

Of the compounds above, two have a thiophene ring, fused or not:
1	CC(C)COc1ccc(C(=O)NNC(=O)CCC(=O)c2cccs2)cc1
5	O=C(Nc1cc(C(=O)N2CCOCC2)ccc1N1CCCC1)c1cccs1

compound no.	1	5
RXFP1 antag	4	-6
Apoferritin bind	.	-14%
Pol beta inh	.	-1%
Pol kappa inh	-15%	-2%
Pol eta inh	-16%	11%
Tb PGK inh	3%	-8%
APEX1 inh	7%	12%
BLM helicase inh	.	1%
Pol iota inh	-21%	22%

(continued)
9	CCc1c(C)sc(NC(=O)c2cc(C3CC3)on2)c1C#N
10	c1ccc(-c2nnc(CN3CCN(c4ccccn4)CC3)o2)cc1
11	O=C(Nc1ccccc1C(F)(F)F)c1noc2c1CCCCC2
12	O=C(CNC(=O)c1cccc(F)c1)OCC(=O)N1CCCCC1
13	Cc1cc(C)n(-c2nc(C)c(C)c(=O)n2CC(=O)Nc2ccc(Cl)c(Cl)c2)n1
14	Clc1cccc(-c2csc(-c3nc(-c4ccc(Br)s4)cs3)n2)c1
15	CCc1cc(C(=O)NCc2ccc(F)cc2)no1
16	O=C(NCCN1CCOCC1)C1CCC(=O)N1Cc1ccc(F)cc1 (stereo not drawn)

compound no.	9	10	11	12	13	14	15	16
RXFP1 antag	-14	1	-2	-5	-4	-3	-1	23
Apoferritin bind	?	2%	-8%	3%	2%	0%	?	2%
Pol beta inh	1%	1%	13%	11%	34%	15%	0%	-1%
Pol kappa inh	-14%	-3%	-6%	-7%[60.1 µM]	-6%[60.1 µM]	14%	-4%	-2%
Pol eta inh	5%	-14%	-7%	-14%	20%	-9%	-11%	-10%
Tb PGK inh	-1%	8%	0%	-3%	-16%	-6%	-1%	-8%
APEX1 inh	-6%	.	.	0%	.	.	.	3%
BLM helicase inh	-1%	1%	0%	4%	0%	-5%	-3%	-1%
Pol iota inh	?	21%	0%	-20%	12%	21%	12%	27%

17	Cc1cc(N2CCCCC2)n2ncc(-c3ccc(Cl)cc3)c2n1
18	CC(=O)Nc1ccc(C(=O)COC(=O)CCN2C(=O)C3CC=CCC3C2=O)cc1 (stereo not drawn)
19	C=CC[C@H](CC(=O)N(CCO)Cc1ccccc1)C(=O)N[C@H](COC(=O)[C@@H](CC=C)Cc1ccc(F)cc1)Cc1c[nH]c2ccccc12
20	CC(C)C(NC(=O)OC(C)(C)C)C(=O)N1CCCC1C(=O)NC(Cc1ccccc1)C(N)=O (stereo not drawn)
21	CN(C)C=Nc1nc2ccccc2nc1N1CCCC1
22	Cc1ccc(N2C(=O)C(O)(C(F)(F)F)C3=C2CC(C)(C)CC3=O)cc1 (stereo not drawn)
23	CC(=O)Nc1ccc(C(=O)Nc2ccncc2)cc1
24	CC(C)C(=O)Nc1cccc(COc2cccc(CN(Cc3ccccc3)C(=O)OC(C)(C)C)c2)c1

compound no.	17	18	19	20	21	22	23	24
RXFP1 antag	-1	3	.	5	-11	-8	8	.
Apoferritin bind	-1%	-16%	.	-11%	-3%	-11%	0%	.
Pol beta inh	9%	-1%	.	35%	18%	1%	24%	.
Pol kappa inh	-7%	-5%	-12%	-19%	3%	-6%	1%	-17%
Pol eta inh	-16%	-6%	-10%	3%	-18%	-17%	-6%	-16%
Tb PGK inh	i	i	-6%	-6%	i	-6%	-2%	10%
APEX1 inh	2%	11%	-19%	5%	16%	4%	-36%	.
BLM helicase inh	-5%	-3%	.	-4%	-7%	2%	-1%	.
Pol iota inh	-3%	19%	-15%	-7%	96%[activator]	92%[activator]	25%	-12%

25	O=C(CNC(=O)c1ccco1)NNC(=O)c1cccc(Cl)c1
26	O=C(Nc1ccc(F)c(Cl)c1)N1CCCCCC1
27	Cn1nc(-c2ccccc2)cc1NC(=O)c1ccccc1
28	CCC(Sc1nc2cc3c(cc2c(=O)n1Cc1ccco1)OCO3)C(=O)Nc1cccc(OC)c1 (stereo not drawn)
29	O=S(=O)(/N=C(\Sc1ccc(Cl)cc1)c1ccccc1)c1ccccc1
30	O=S(=O)(NCC1CCCN(Cc2ccccc2O)C1)c1cccc2cccnc12 (stereo not drawn)
31	CC(=O)Nc1ccc(NC(=O)c2ccc(COc3ccccc3)cc2)cc1
32	Cn1c(=O)n(C)c2cc([N+](=O)[O-])c(N3CCN(C(=O)c4cccc(Cl)c4)CC3)cc21

compound no.	25	26	27	28	29	30	31	32
RXFP1 antag	4	4	-9	-19	3	-2	6	0
Apoferritin bind	.	?	11%	-14%	-5%	-12%	1%	-7%
Pol beta inh	.	0%	31%	2%	-24%	30%	20%	-20%
Pol kappa inh	16%	-5%	-14%	0%	-6%	2%	-5%	-3%
Pol eta inh	-7%	0%	-5%	-3%	-14%	-4%	9%	-20%
Tb PGK inh	-10%	0%	-1%	i	-6%	-5%	-5%	-16%
APEX1 inh	23%	52%[activator]	-9%	-1%	3%	25%	-11%	-1%
BLM helicase inh	.	-2%	-3%	-3%	-1%	2%	4%	0%
Pol iota inh	1%	-24%	127%[activator]	1%	11%	25%	-15%	11%

Quoted from the listing:
Reading for Cc1coc2cc3oc(=O)c(CCC(=O)NCc4ccccc4Cl)c(C)c3cc12 under RXFP1 antag: -8
Reading for CN(C)C=Nc1nc2ccccc2nc1N1CCCC1 under Pol iota inh: 96%[activator]
Reading for O=C(Nc1ccccc1C(F)(F)F)c1noc2c1CCCCC2 under BLM helicase inh: 0%

Next compounds.
33	COc1cccc(Nc2c(F)c(F)c(F)c(F)c2C(=O)O)c1
34	CCOc1ccc(/C(C)=N\NC(=O)Cc2ccccc2)cc1
35	O=C(Nc1ccn(Cc2ccc(F)cc2)n1)c1ccncc1
36	CCn1nc(C)c(NS(=O)(=O)c2ccc(C)cc2)c1C
37	COc1ccccc1NC(=O)c1coc(=O)c(Br)c1
38	CSc1ncc(C(=O)N2CCN(c3cc(Cl)ccc3C)CC2)c(C)n1
39	CCOC(=O)c1cnc(SC)nc1Sc1cc(Cl)ccc1Cl
40	O=C(Cn1c(=O)nc(-c2ccccc2)c2ccccc21)NCc1ccc(Cl)cc1

compound no.	33	34	35	36	37	38	39	40
RXFP1 antag	-7	2	-5	24	-13	2	-15	-1
Apoferritin bind	-8%	-9%	-7%	1%	32%[activator]	-9%	-8%	-5%
Pol beta inh	-1%	-18%	4%	25%	-22%	-17%	16%	-12%
Pol kappa inh	-10%	-19%	8%	-15%	-23%	-7%	-1%	-10%[60.1 µM]
Pol eta inh	-18%	-8%	-13%	-1%	?	-5%	-13%	-6%
Tb PGK inh	-9%	-9%	-6%	-8%	-3%	i	i	i
APEX1 inh	8%	17%	2%	-1%	-9%	.	-4%	.
BLM helicase inh	-1%	-3%	-4%	4%	-11%	-2%	2%	-1%
Pol iota inh	-1%	42%[activator]	-3%	11%	22%	-5%	7%	-17%

41	CSc1ccccc1C(=O)NCC1CCCO1 (stereo not drawn)
42	CCOC(=O)c1cc(-c2ccccc2)nn1CC1CC(c2ccc(Cl)cc2)=NO1 (stereo not drawn)
43	COC(=O)c1cc(OC)c(OC)cc1NC(=O)c1cccnc1
44	O=C(NC1CCCCC1)C(c1ccc2ncccc2c1)N(Cc1ccc2c(c1)OCO2)C(=O)c1ccc2c(c1)OCCO2 (stereo not drawn)
45	CCN(CC)c1ccc(/C=N/NC(=O)c2cnccn2)cc1
46	CNC(=O)Cn1ncc2c3ccccc3n(C)c2c1=O

compound no.	41	42	43	44	45	46
RXFP1 antag	17	.	.	-19	-14	8
Apoferritin bind	-6%	.	4%	-8%	?	5%
Pol beta inh	2%	.	4%	?	0%	30%
Pol kappa inh	-6%	5%	.	-8%	-8%	0%
Pol eta inh	-20%	-21%	.	-27%	5%	-17%
Tb PGK inh	10%	-4%	.	i	4%	.
APEX1 inh	-2%	.	10%	-2%	0%	-8%
BLM helicase inh	-1%	.	3%	-9%	-3%	-1%
Pol iota inh	14%[58.9 µM]	-8%	.	84%[activator]	49%[activator]	-8%

The list is partial, so the mix of outcomes need not match the whole.
